All columns: NCI-60 one-dose screen, growth in % after 48 h at 10 µM unless noted; 100 = growth as untreated, 0 = no growth, -100 = all killed.
HOP-92 = HOP-92 NSCLC cells | 6.3% of 71,000 active | AID 1794738
RPMI-8226 = RPMI-8226 leukemia cells; 7.5% of 77,000 active; AID 1794781
A549/ATCC = A549/ATCC NSCLC | 3.7% of 81,000 active | AID 1794740
MOLT-4 = MOLT-4 leukemia cells | 6.9% of 80,000 active | AID 1794779
SR = SR leukemia cells; AID 1794780; 8.7% of 73,000 active
HOP-62 = HOP-62 NSCLC; 3.9% of 80,000 active
EKVX = EKVX NSCLC; 3% of 71,000 active
CCRF-CEM = CCRF-CEM leukemia. 7% of 77,000 active. AID 1794778
* = called active by the depositor; · = no result given; & = joins results of further samples. Rule for the calls: active = growth percent below 10; inactive = the rest.

SMILES | HOP-92 | RPMI-8226 | A549/ATCC | MOLT-4 | SR | HOP-62 | EKVX | CCRF-CEM
CC(CNC1CCCC1)OC(=O)c1ccccc1 (stereo not given) | · | 101.4 | 99.0 | 90.4 | 94.6 | 117.4 | 101.5 | 100.1
S=C(N/N=C1/CCCC/C1=N/NC(=S)N1CCOCC1)N1CCOCC1 | 94.1 | 82.8 | 81.4 | 55.2 | 57.9 | 99.1 | 86.7 | 80.5
C=CC1CCC(C=C)C(C=C)C1 (stereo not given) | 107.4 | 104.3 | 98.1 | 83.8 | · | 114.0 | 117.0 | 103.2
CCc1cccc(C(=O)O)c1 | · | 119.0 | 116.7 | 118.1 | 113.4 | 104.6 | 100.9 | 113.8
OCCc1ccccn1 | 100.3 | 101.3 | 113.8 | 93.4 | 79.6 | 92.1 | 94.8 | 116.8
CC(=O)Nc1cc(C)ccn1 | 96.2 | 105.2 | 97.7 | 100.1 | 93.0 | 98.3 | · | 85.9
Cc1ccc(CN2C(=O)C3(NCCc4cc(O)ccc43)c3cc(Cl)ccc32)cc1 (stereo not given) | 68.0 | 94.4 | 95.0 | 97.0 | 95.2 | 100.7 | 98.7 | 73.8
O=C(NCCCNc1cc(-c2cn(-c3ccccc3)nc2-c2cccc(O)c2)ccn1)Nc1ccc(F)cc1 | -11.5* | -31.1* | 29.2 | 4.6* | 17.4 | 24.0 | 33.8 | 11.0
O=C(O)c1cc(I)ccc1I | · | 101.2 | 96.8 | 97.3 | 94.9 | 88.0 | · | 97.4
O=C(NCCCCCCNC(=O)NCc1ccco1)NCc1ccco1 | 114.5 | 106.0 | 99.9 | 96.5 | 99.1 | 105.6 | · | 102.6
O=C(Nc1ccc(F)c(C(=O)c2c[nH]c3ncccc23)c1F)Nc1cccc2ccccc12 | 91.0 | · | 99.4 | 91.5 | 99.9 | 104.5 | 105.4 | 91.6
N#Cc1c(-c2ccc(F)cc2)nc(N/N=C/c2ccc[nH]2)nc1N1CCOCC1 | 42.4 | 55.2 | 78.8 | 39.6 | 32.1 | 97.8 | 76.0 | 50.0
N=c1c(S(=O)(=O)c2ccccc2)cc2c(=O)n3ccccc3nc2n1Cc1ccc(F)cc1 | 93.4 | 102.7 | 88.6 | 94.4 | 86.9 | 105.8 | 96.1 | 101.4
COc1ccc(/C=N/NC(=O)c2[nH]c3ccc(Br)cc3c2-c2ccccc2)o1 | 33.2 | 12.5 | 30.4 | 17.0 | 17.7 | 47.6 | 37.8 | 15.4
Cc1ccc(NC(=O)c2sc3nc4c(cc3c2N)C(=O)CCC4)cc1 | 48.1 | 93.4 | 37.0 | 95.9 | 63.1 | 113.7 | · | 70.9
Cn1cc(-c2nnc(N)nc2-c2c[nH]c3ccccc23)c2cc(F)ccc21 | 100.0 | 91.5 | 91.1 | 37.3 | 26.5 | 67.1 | 78.1 | 54.1
CCOC(=O)c1c(NCC(=O)Nc2ccccc2Cl)sc2c1CCCC2 | · | 99.0 | 96.3 | 81.8 | 110.9 | 86.9 | 89.9 | 88.1
NC/C(=C/F)COc1ccc2nc(N3CCOCC3)oc2c1 | 105.0 | 110.4 | 94.6 | 109.4 | 105.6 | 78.9 | 69.6 | ·
O=S(=O)(N/N=C/c1ccc(O)cc1O)c1cc(Cl)c(Cl)cc1Cl | 102.4 | 108.5 | 110.0 | 96.8 | 98.6 | 119.1 | · | 106.1
Cc1ccc(/C=C/C(=O)c2ccc(NC(=O)CSc3nc4c([nH]3)c(=O)n(C)c(=O)n4C)cc2)c(C)c1 | -35.2* | 52.6 | 33.6 | 62.1 | 30.4 | 20.4 | 78.1 | 65.3
CC(O)CCC(C)O (stereo not given) | 98.5 | 92.7 | 90.5 | 88.0 | 81.8 | 102.3 | · | 101.4
CC(C)=CC/C=C(/C)[C@H]1CC[C@]2(C)[C@@H]1CC[C@@H]1[C@@]3(C)C/C(=C/c4ccco4)C(=O)C(C)(C)[C@@H]3CC[C@]12C | 97.5 | 86.0 | 104.6 | 83.9 | · | 100.2 | 100.1 | 74.4
CCOC(=O)C1CCC(C(=O)OCC)N1c1ccc(C=O)cc1 (stereo not given) | 96.3 | 97.7 | 100.5 | 79.3 | 103.2 | 106.1 | 111.8 | 88.7
CC(=O)c1cc(C(=O)c2ccc(Br)cc2)n2ccc(C)cc12 | · | · | 86.3 | 85.7 | 70.3 | 105.6 | 87.2 | 87.0
Nc1nc(N)c(-c2ccccn2)c(CCCO)n1 | 111.6 | 108.1 | 107.2 | 100.1 | 98.8 | 104.4 | 100.5 | 104.8
O=c1ccc(-c2ccccc2)nn1Cc1nnc(NC2CCCCC2)s1 | · | 79.8 | 91.3 | 71.2 | 45.6 | 96.9 | 93.1 | 84.2
O=C(Nc1ccc2ncnc(Nc3ccc(F)c(Cl)c3)c2c1)c1ccccc1 | 97.2 | 66.9 | 50.4 | 63.4 | 66.7 | 72.3 | 61.2 | 98.6
O/N=C/c1c2ccccc2cc2ccccc12 | 87.7 | 99.7 | 89.2 | 83.5 | 88.9 | 97.4 | 92.4 | 98.9
CCOc1ccc(C(C[N+](=O)[O-])Sc2ccccc2N)cc1 (stereo not given) | 82.7 | 6.9* | 62.9 | 4.5* | 4.9* | 92.1 | 66.9 | 30.3
COC(=O)c1ccc2[nH]c(O)c(C(=Nc3ccc(N(C)C(=O)CN4CCN(C)CC4)cc3)c3ccc(OC)cc3)c2c1 | 38.0 | 7.1* | 16.0 | 2.6* | -14.8* | · | 45.7 | 6.4*
O=c1ssc(Cl)c1-c1ccccc1 | 72.5 | 110.7 | 105.9 | · | 124.3 | 98.1 | 94.9 | 98.1
O=c1cc(-c2ccccc2)oc2c1ccc1ccccc12 | 50.5 | 77.8 | 73.6 | 75.6 | 67.3 | 99.5 | 80.1 | 89.4
COc1ccc(/C=C2\SC(=S)NC2=O)cc1 | 34.4 | 86.4 | 99.1 | · | 93.4 | 80.0 | 89.9 | 101.1
O=c1oc2ccccc2cc1-c1cs/c(=N/N=C\c2ccc(Cl)cc2)n1/N=C/c1ccc(Cl)cc1 | 100.5 | 97.9 | 83.3 | 88.7 | 81.5 | 108.1 | 106.0 | 91.6
O=C1/C(=C\c2cccc3cccnc23)SC(=S)N1CCc1ccc(O)cc1 | 23.6 | 89.8 | 91.8 | 62.7 | 80.8 | 103.0 | 87.5 | 30.5
COC(=O)/C(C#N)=C1/CCC(C(=O)NCc2ccc(Cl)cc2Cl)N1 (stereo not given) | 94.7 | 96.7 | 94.4 | 84.0 | 82.5 | 106.5 | 102.1 | 93.4
O=[N+]([O-])c1ccc(CC2=NCCc3cc4c(cc32)OCO4)cc1 | · | 89.1 | 96.8 | 89.1 | 89.6 | 86.8 | · | 90.5
O=C(Cn1c(=O)[nH]c2ccccc2c1=O)N1CCOCC1 | 92.8 | 93.5 | 102.1 | 128.3 | 137.2 | 107.2 | 83.4 | 92.3
CCc1ccc(-c2ccc(N(C)Cc3ccccc3)nn2)cc1S(N)(=O)=O | · | 96.5 | 102.7 | 93.5 | 74.9 | 105.4 | · | 93.9
CCC1(C)C(C#N)C(=O)NC(=O)C1C#N (stereo not given) | 100.2 | 102.8 | 93.2&109.6 | 101.8&98.7 | 89.6&87.8 | 95.9&96.2 | · | 93.2
O=c1cc(-c2nc(-c3ccccc3)c(-c3ccccc3)n2-c2ccccc2)c2ccc3ccccc3c2o1 | 74.9 | 88.9 | 84.0 | 81.1 | 87.1 | 90.9 | 82.6 | 89.9
COc1ccccc1OCCOc1ccccc1OC | 99.4 | 108.5 | 100.4 | 101.7 | 94.5 | 108.5 | 112.7 | 116.2
O=Cc1ccc2c3c(cccc13)CC2 | 102.4 | 103.8 | 82.8 | 88.6 | 80.1 | 83.4 | 107.6 | 101.3
Cc1cc(C)nc(NS(=O)(=O)c2ccc(NCN3C(=O)c4ccccc4C3=O)cc2)n1 | 101.6 | 107.9 | 95.0 | 99.4 | 108.2 | 95.9 | 105.6 | 95.8
Cc1cc(O)c(C2=NN(c3ccc(S(N)(=O)=O)cc3)C(c3ccc(N(C)C)cc3)C2)c(C)c1Cl (stereo not given) | 45.5 | -22.2* | 40.8 | 27.3 | 25.5 | 106.5 | 51.1 | 28.0
COc1cc(Cn2cc3c(c2)-c2onc(CO)c2CC3)cc(OC)c1 | 92.9 | 94.3 | 90.5 | 94.0 | 86.9 | 97.6 | 97.3 | 100.0
O=c1ccc(N=Nc2ccccc2)ccc1Cl | 114.2 | 25.1 | 103.4 | -1.4* | · | 93.9 | 65.9 | 31.3
Cc1cnc(C(=O)NNc2nc3sc4c(c3c(=O)n2C)C(C)CCC4)cn1 (stereo not given) | -9.0* | 9.1* | -5.2* | 3.8* | 12.2 | -39.1* | 6.1* | 2.4*
Cc1nn(-c2cc(=O)[nH]c3cccc(C)c23)c(N)c1C#N | 105.9 | 98.2 | 108.8 | 104.7 | 106.5 | 86.4 | 85.5 | 99.4
NC(=O)c1cnc(N/N=C/c2ccccc2)nc1N | 89.9 | 105.1 | 82.5 | 88.2 | 95.7 | 91.1 | 102.4 | 104.7
CCOC(=O)N/C(=C1/OCCN1C)[P+](c1ccccc1)(c1ccccc1)c1ccccc1 | 59.1 | 34.2 | 89.0 | 83.7 | 66.6 | 97.6 | 64.3 | 67.5
COc1cc2c3c(n(CCCN4CCC[C@@H]4CO)c(=O)c2cc1OC)-c1cc2c(cc1C3=O)OCO2 | · | -28.4* | -83.3* | 5.4* | -25.5* | -53.3* | -70.6* | 6.0*
COc1ccc(C2CC(=O)c3c(cc(OC)c(O)c3OC)O2)cc1 (stereo not given) | 98.3 | · | 96.1 | 106.0 | 98.3 | 103.9 | 92.7 | ·
Nc1ncc(-c2ccc3ncnc(Nc4cncc(Cl)c4)c3c2)cn1 | -0.7* | 50.1 | 65.4 | 77.8 | 73.8 | 65.6 | 33.0 | 84.5
CCOC(=O)C(CCC1=NC(C)(C)CC(C)O1)C(=O)OCC (stereo not given) | 95.3 | 110.6 | 101.3 | 68.8 | 68.6 | 93.8 | 107.1 | 111.5
O=C(COc1cccc(-c2nc3sccn3c2-c2ccncn2)c1)c1ccccc1 | 83.3 | · | 94.4 | 98.2 | 83.6 | 102.4 | 105.5 | 101.5
O=C(O)C(Cc1ccccc1)c1ccccc1 (stereo not given) | 97.5 | 110.6&103.6 | 105.6&116.8 | 91.0&99.8 | 94.9&87.7 | 101.9&104.6 | 121.1 | 103.9&98.5
CCOP(=O)(OCC)C1c2ccccc2-c2ccccc21 | · | 102.8 | 107.9 | 100.0 | 80.8 | 111.3 | 118.2 | 102.5
CCN1C(=O)C=CC1=O | 83.1 | 88.5 | 123.1 | 116.0 | 103.8 | 103.2 | 112.8 | 88.7
OCCNc1ccccc1 | 92.7 | 105.4 | 102.6 | 101.4 | 93.2 | 104.9 | 110.5 | 105.2
Next compounds:
SMILES | HOP-92 | RPMI-8226 | A549/ATCC | MOLT-4 | SR | HOP-62 | EKVX | CCRF-CEM
COc1cccc(NC(=O)OC(C)C)c1 | · | · | 94.7 | 99.0 | 92.4 | 102.8 | 94.7 | 3.1*
COC(=O)CCc1nc(C(=O)OC)c(CCC(=O)OC)nc1C(=O)OC | 82.9 | 92.7 | 85.2 | 89.2 | 97.0 | 92.4 | 96.7 | 90.1
O=C(Nc1cccc(Cl)c1)Oc1ccc2ccccc2c1 | 91.8 | 100.6 | 99.3 | 93.7 | 108.1 | 98.2 | 100.5 | 101.1
CCOC(C(OCC)[n+]1ccccc1)[n+]1ccccc1 (stereo not given) | 89.3 | 98.2 | 113.5 | 105.7 | 123.5 | 101.1 | 107.1 | 97.7
CC(C)(C)CC(C)(C)NCc1ccc(Cl)cc1 | 101.2 | 102.3 | 95.5 | 103.0 | 106.3 | 90.6 | 91.6 | 97.0

Compounds shown so far that contain an aryl methoxy group:
SMILES | HOP-92 | RPMI-8226 | A549/ATCC | MOLT-4 | SR | HOP-62 | EKVX | CCRF-CEM
COc1ccc(/C=N/NC(=O)c2[nH]c3ccc(Br)cc3c2-c2ccccc2)o1 | 33.2 | 12.5 | 30.4 | 17.0 | 17.7 | 47.6 | 37.8 | 15.4
COC(=O)c1ccc2[nH]c(O)c(C(=Nc3ccc(N(C)C(=O)CN4CCN(C)CC4)cc3)c3ccc(OC)cc3)c2c1 | 38.0 | 7.1* | 16.0 | 2.6* | -14.8* | · | 45.7 | 6.4*
COc1ccc(/C=C2\SC(=S)NC2=O)cc1 | 34.4 | 86.4 | 99.1 | · | 93.4 | 80.0 | 89.9 | 101.1
COc1ccccc1OCCOc1ccccc1OC | 99.4 | 108.5 | 100.4 | 101.7 | 94.5 | 108.5 | 112.7 | 116.2
COc1cc(Cn2cc3c(c2)-c2onc(CO)c2CC3)cc(OC)c1 | 92.9 | 94.3 | 90.5 | 94.0 | 86.9 | 97.6 | 97.3 | 100.0
COc1cc2c3c(n(CCCN4CCC[C@@H]4CO)c(=O)c2cc1OC)-c1cc2c(cc1C3=O)OCO2 | · | -28.4* | -83.3* | 5.4* | -25.5* | -53.3* | -70.6* | 6.0*
COc1ccc(C2CC(=O)c3c(cc(OC)c(O)c3OC)O2)cc1 (stereo not given) | 98.3 | · | 96.1 | 106.0 | 98.3 | 103.9 | 92.7 | ·
COc1cccc(NC(=O)OC(C)C)c1 | · | · | 94.7 | 99.0 | 92.4 | 102.8 | 94.7 | 3.1*

Quoted from the listing:
COc1cccc(NC(=O)OC(C)C)c1 in EKVX has 94.7
CC(C)(C)CC(C)(C)NCc1ccc(Cl)cc1 in CCRF-CEM has 97.0
CCOC(C(OCC)[n+]1ccccc1)[n+]1ccccc1 (stereo not given) in A549/ATCC has 113.5

Compound activity from PubChem.
